ERAP1 HTS inh = inhibitors of human ERAP1 aminopeptidase; AID 652197; inhibition, % at 10.7 µM; recombinant ERAP1, Leu-AMC fluorescence, 60 min; 340,000 tested, 0.15% active;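 active = mean replicate inhibition of at least 30%, or all replicates individually reaching that 30% level; inactive = mean below 30% and not every replicate reaching it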;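 also: 0% = neutral control wells and 100% = L-leucinethiol positive control wells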
S100A4 inh HTS = inhibitors of human S100A4 binding to myosin IIA peptide. 360,000 tested, 0.14% active. S100A4/TAMRA-MyoIIA peptide fluorescence polarization. inhibition, % at 10.7 µM. P26447;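 active = mean inhibition of at least 70% across replicates, with every replicate also reaching that level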
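Material: S100A4 monomer (human). Medium: Calcium-containing HEPES buffer, pH 7.2. Probe or stimulus: labelled myosin peptide probe, 5 nM. Compound dosing: one concentration per compound. Timing: polarization read 5 min after assay mix addition, stable 5–60 min. Benchmarks: DMSO as neutral control, TFP as positive control.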
RAD54 inh = blocks human RAD54 Holliday junction branch migration | Q92698 | FAM/BHQ fluorescence | inhibition, % at 10.4 µM | 360,000 tested, 0.14% active;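 active = mean normalized replicate activity at least 40 and at least half of replicates scoring 40 or more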;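 also: 0% = median of neutral control wells and 100% = median of positive control wells; inhibitors cause a drop in the FAM fluorescence signal; in these data hits start at about 50%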
esBAF inh = SWI/SNF esBAF complex inhibition | mouse ES cells, Bmi1-luciferase knock-in reporter, 24 h; 100% = twice the neutral-well signal | reporter increase, % at 12.5 µM | 350,000 tested, 2% active; in the data active = activation above about 40%;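 also: 0% = median of the plate's neutral control wells and 100% = double that signal; a rise in the Bmi1 reporter signal indicates esBAF inhibition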
XiGFP reactiv = reactivates the inactive X chromosome in mouse fibroblasts; XiGFP mouse fibroblasts, % GFP-positive cells imaging, 3 d; cells co-treated with 5-aza-dC sensitizer; scaled so ellipticine positive control = 100%; activation, % at 7.58 µM; 360,000 tested, 0.055% active;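 active = mean normalized replicate activation at least 10% and every replicate at or above 10%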;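 also: 0% = median of on-plate neutral control wells and 100% = ellipticine 6 µM median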
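Material: XiGFP fibroblasts, SV40-immortalized; Buffer or medium: DMEM containing 5-aza-dC; Compound dosing: single point; Times: 3 days compound exposure.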
RAD52 inh = blocks human RAD52 DNA annealing | P43351 | recombinant RAD52 DNA annealing, FRET fluorescence | inhibition, % at 18.7 µM | 360,000 tested, 0.46% active | AID 651710;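 active = every replicate showing at least 50% inhibition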
Target sequence (P43351 whole entry, looked up): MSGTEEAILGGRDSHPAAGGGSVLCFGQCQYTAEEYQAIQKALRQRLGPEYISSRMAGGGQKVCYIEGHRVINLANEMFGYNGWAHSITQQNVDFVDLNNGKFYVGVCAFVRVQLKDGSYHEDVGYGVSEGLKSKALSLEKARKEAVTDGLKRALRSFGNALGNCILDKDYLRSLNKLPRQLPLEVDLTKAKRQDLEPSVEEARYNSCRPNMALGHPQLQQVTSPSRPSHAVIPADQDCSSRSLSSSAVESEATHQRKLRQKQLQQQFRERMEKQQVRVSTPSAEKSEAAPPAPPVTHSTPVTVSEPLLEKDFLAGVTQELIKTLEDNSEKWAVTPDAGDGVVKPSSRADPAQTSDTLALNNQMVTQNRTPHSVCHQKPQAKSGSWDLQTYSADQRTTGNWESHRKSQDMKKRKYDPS
ERp5 block = blocks human ERp5 reductase activity on insulin; inhibition, % at 9.99 µM; 350,000 tested, 0.05% active; ERp5 insulin aggregation, absorbance 650 nm, 90 min; AID 651711;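 active = mean replicate inhibition above about 25%, with every replicate also reaching it, limit read from the data, passing the limit was not always enough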
Target sequence (Q15084 whole entry, looked up): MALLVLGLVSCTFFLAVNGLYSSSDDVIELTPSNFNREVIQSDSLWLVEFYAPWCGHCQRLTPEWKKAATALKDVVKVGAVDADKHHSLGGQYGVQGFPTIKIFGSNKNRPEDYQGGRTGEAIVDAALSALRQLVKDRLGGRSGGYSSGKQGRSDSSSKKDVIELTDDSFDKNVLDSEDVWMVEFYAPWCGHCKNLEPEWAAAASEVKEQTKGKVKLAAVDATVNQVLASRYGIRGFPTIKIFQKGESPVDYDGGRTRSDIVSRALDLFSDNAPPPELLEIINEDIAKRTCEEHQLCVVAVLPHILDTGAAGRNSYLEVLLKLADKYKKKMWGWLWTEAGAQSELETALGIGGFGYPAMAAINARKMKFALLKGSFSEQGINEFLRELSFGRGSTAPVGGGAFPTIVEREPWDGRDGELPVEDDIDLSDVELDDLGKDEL
E-selectin induc = induces E-selectin expression in human endothelial cells; HUVEC E-selectin immunofluorescence imaging; normalized: neutral wells 0, TNF-alpha wells 100; P16581; 260,000 tested, 0.37% active; activation, % at 7.58 µM; AID 686992;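 active = mean E-selectin-positive cell signal at least 10% of the positive control, reached in at least 60% of replicates, without over 20% cell loss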;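 also: in these data hits start at about 27%; measured in HUVEC primary endothelial cells; signal is the percent of cells scored E-selectin positive by PE staining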
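System: HUVEC / Compound: single concentration / Signal: immunofluorescence imaging / Read-out: percent E-selectin-positive cells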
* hit, by the source's call; nt = not tested or not shown.

SMILES | ERAP1 HTS inh | S100A4 inh HTS | RAD54 inh | esBAF inh | XiGFP reactiv | RAD52 inh | ERp5 block | E-selectin induc
COc1ccc(OCCCC(=O)Nc2ccc(S(=O)(=O)N3CCOCC3)cc2)cc1 | -2 | -2 | -1 | 8 | 0.5 | -43 | 2 | 0.2
C[C@H]1CN([C@@H](C)CO)C(=O)c2cccc(NC(=O)c3ccc(-c4nccs4)cc3)c2O[C@@H]1CN(C)S(=O)(=O)c1cccs1 | -1 | 9 | 5 | -6 | 0.4 | -3 | 6 | 0.0
CCOC(=O)C1=C(C(=O)OCC)C2N(Cc3ccc(C(F)(F)F)cc3)c3ccccc3[C@@]23C[C@@H](C(=O)OC)N(S(=O)(=O)c2cccs2)C3=N1 (some centres not stated) | -2 | 5 | nt | nt | 0.3 | -4 | 0 | 0.9
O=C(CSc1ncn[nH]1)Nc1nsc(-c2ccccc2)n1 | -2 | -4 | nt | nt | 0.1 | 1 | -2 | 10
Cc1ccc(-c2nnc(N3CCN(C(=O)c4cccs4)CC3)c3ccccc23)cc1 | -2 | -3 | nt | nt | 0.2 | -11 | 2 | nt
COc1cccc(NC(=O)Nc2ccc3c(c2)C(=O)N(C)[C@H]2CC[C@@H](CC(=O)O)O[C@@H]2CO3)c1 | nt | nt | 9 | -14 | 0.2 | nt | nt | 0.0
COc1ccccc1CN1C(=O)c2ccccc2C1C(=O)NC1CCC(C)CC1 (configuration not stated) | 1 | -2 | nt | nt | -0.2 | -1 | 1 | 0.1
COc1ccc(C(=O)/C=C/c2ccsc2)cc1CSCC(=O)O | -8 | 5 | 7 | -2 | 0.0 | -36 | 4 | -0.1
Cc1noc(C)c1S(=O)(=O)Nc1ccc2c(c1)C(=O)N([C@H](C)CO)C[C@H](C)[C@@H](CN(C)Cc1ccccc1)OCCCC[C@@H](C)O2 | 4 | 7 | 18 | -8 | 0.0 | -1 | -2 | 0.0
CO[C@@H]1CN(C)C(=O)c2cc(NC(=O)Nc3ccccc3)ccc2OC[C@H](C)N(CC2CC2)C[C@H]1C | 0 | -14 | -3 | 5 | 0.0 | -7 | 6 | 0.2
CC(C)c1nnc(NC(=O)c2ccc(N3C(=O)CCC3=O)cc2)s1 | 0 | 3 | -4 | 8 | 0.2 | 1 | -2 | 1.2
CCCS(=O)(=O)NC(=O)C1(C)CCN(C(=O)Cc2cccc(OC)c2)C1 (configuration not stated) | 3 | -15 | 5 | 2 | 0.3 | -2 | 1 | -0.2
Cc1ccc(NC(=O)COC(=O)c2ccc(-n3cnnn3)cc2)c(Br)c1 | 1 | -3 | 3 | -5 | 1.1 | -5 | 2 | -0.2
CCOC(=O)c1ccc(S(=O)(=O)N2CCN(CC(O)COc3ccc(C#N)cc3)CC2)cc1 (configuration not stated) | 2 | -1 | -6 | -2 | 0.0 | 17 | 2 | nt
CC(=O)N(C)C[C@H]1Oc2cc(C#Cc3ccccn3)ccc2S(=O)(=O)N([C@@H](C)CO)C[C@@H]1C | -5 | -17 | 6 | 3 | 0.2 | -28 | -1 | 0.2
CCN(CC(=O)Nc1ccc(OC)cc1)C(=O)c1ccc(NS(=O)(=O)c2ccc(C(C)=O)cc2)cc1 | 3 | -5 | nt | nt | -0.1 | -12 | -2 | 0.3
CC1(C)Cc2c(cnn2-c2ccccc2)C(NC(=O)CCCN2CCCC2=O)C1 (configuration not stated) | -7 | -13 | -5 | -1 | 0.0 | -14 | -2 | 0.0
N#Cc1ccccc1OCC(=O)NC1CCCCCC1 | -1 | 1 | 3 | 46* | 0.4 | -7 | 2 | -0.2
O=C(COC(=O)c1ccco1)Nc1ccc(N2CCOCC2)cc1 | 0 | 2 | 5 | -1 | 0.0 | 0 | -3 | 1.3
O=C(Cc1cccs1)Nc1ccc(-c2nnc(-c3ccco3)o2)cc1 | -3 | -2 | nt | nt | 0.2 | -44 | -2 | 0.1
Cn1cccc1C(=O)OCC(=O)NCc1ccc2c(c1)OCO2 | 0 | -4 | 9 | 0 | 0.3 | -22 | -1 | nt
C[C@H]1CN([C@@H](C)CO)C(=O)Cc2cc(NC(=O)c3ccncc3)ccc2O[C@H]1CN(C)C(=O)Nc1ccc(F)cc1 | 5 | 9 | -3 | 3 | 0.2 | -9 | -5 | -0.1
CCc1ccc(NC(=O)C2CCN(S(=O)(=O)c3ccc4c(c3)CC(C)N4C(C)=O)CC2)cc1 (configuration not stated) | 1 | -2 | 7 | -24 | 0.4 | -56 | -2 | -0.2
COc1ccc(C)cc1NS(=O)(=O)c1ccc2c(c1)N(C(C)=O)CCO2 | 1 | -4 | -11 | 4 | 0.0 | 5 | -1 | 0.5
CO[C@@H](CN(C)C(=O)C1CCOCC1)[C@H](C)CN([C@H](C)CO)S(=O)(=O)c1ccccc1 | -3 | -29 | -1 | 1 | 0.0 | -8 | 2 | -0.2

One compound at a time (already shown). Values in the order: ERAP1 HTS inh | S100A4 inh HTS | RAD54 inh | esBAF inh | XiGFP reactiv | RAD52 inh | ERp5 block | E-selectin induc
Profile of CO[C@@H]1CN(C)C(=O)c2cc(NC(=O)Nc3ccccc3)ccc2OC[C@H](C)N(CC2CC2)C[C@H]1C = 0 | -14 | -3 | 5 | 0.0 | -7 | 6 | 0.2
Profile of Cc1ccc(NC(=O)COC(=O)c2ccc(-n3cnnn3)cc2)c(Br)c1 = 1 | -3 | 3 | -5 | 1.1 | -5 | 2 | -0.2
Profile of Cn1cccc1C(=O)OCC(=O)NCc1ccc2c(c1)OCO2 = 0 | -4 | 9 | 0 | 0.3 | -22 | -1 | nt
Profile of COc1ccc(C)cc1NS(=O)(=O)c1ccc2c(c1)N(C(C)=O)CCO2 = 1 | -4 | -11 | 4 | 0.0 | 5 | -1 | 0.5
Profile of CCCS(=O)(=O)NC(=O)C1(C)CCN(C(=O)Cc2cccc(OC)c2)C1 (configuration not stated) = 3 | -15 | 5 | 2 | 0.3 | -2 | 1 | -0.2

The listing picks up; the two compounds before the break are reprinted first.
SMILES | ERAP1 HTS inh | S100A4 inh HTS | RAD54 inh | esBAF inh | XiGFP reactiv | RAD52 inh | ERp5 block | E-selectin induc
COc1ccc(C)cc1NS(=O)(=O)c1ccc2c(c1)N(C(C)=O)CCO2 | 1 | -4 | -11 | 4 | 0.0 | 5 | -1 | 0.5
CO[C@@H](CN(C)C(=O)C1CCOCC1)[C@H](C)CN([C@H](C)CO)S(=O)(=O)c1ccccc1 | -3 | -29 | -1 | 1 | 0.0 | -8 | 2 | -0.2
CCN(CC)C(=O)C1=C(C)N(Cc2ccccc2)C(=O)C(CC(=O)NC2CC2)C1 (configuration not stated) | -4 | -1 | -8 | 1 | -0.1 | 4 | -2 | -0.1
COc1cccc(OCC(=O)Nc2ccccc2C(N)=O)c1 | 2 | 10 | -9 | nt | nt | -9 | -6 | nt
COc1ccc(-c2ccc3c(c2)O[C@@H](CN(C)CC2CCOCC2)[C@@H](C)CN([C@H](C)CO)S3(=O)=O)cc1 | -1 | 0 | -3 | 1 | -0.8 | -2 | 3 | 0.6
CCn1c(SCC(N)=O)nc2sc3c(c2c1=O)CCN(C)C3 | nt | 1 | 31 | nt | 0.3 | 56* | -1 | -0.2
COc1ccc(C(=O)Nc2ccc(N3CCN(Cc4ccccc4)CC3)cc2)cc1 | -5 | 6 | nt | nt | 0.0 | -13 | 9 | nt
O=C(Nc1cccc(F)c1)N1CCCCN2[C@H](CO)[C@H](c3ccc(-c4ccccc4F)cc3)[C@@H]2C1 | -2 | 7 | -6 | nt | 0.3 | -32 | -2 | -0.9
O=C(O)c1cccc(N2C(=O)c3cc([N+](=O)[O-])cc4cc([N+](=O)[O-])cc(c34)C2=O)c1 | 9 | 0 | 9 | -44 | 0.0 | -1 | 1 | -0.2
CN1OC[C@@H]2CN(C(=O)CCc3ccccc3)[C@H](c3cccc(N4CCOCC4)c3)C[C@@H]21 | 2 | -2 | 4 | -3 | 0.2 | -4 | 4 | -0.2
O=C(NCc1cccnc1)c1cn(-c2ccccc2)nc1-c1cccs1 | 1 | -2 | 5 | 26 | nt | -19 | -2 | nt
COc1ccc(CCNC(=O)COc2cc(C)cc3oc(=O)cc(C)c23)cc1OC | -4 | 1 | -7 | -2 | 0.0 | 1 | nt | nt
CCCn1c(C2CCCN2c2nc(-c3ccc(C)cc3)cs2)nc2ccccc21 (configuration not stated) | 2 | -9 | -4 | -10 | 0.0 | -2 | -8 | 0.9
O=C(NC1CCCCC1)C1CCCN(S(=O)(=O)c2cccc3cccnc23)C1 (configuration not stated) | -7 | 4 | -3 | nt | 0.0 | 1 | 3 | nt
CCCN(C)C[C@H]1Oc2cc(C#CC(C)(C)O)ccc2S(=O)(=O)N([C@H](C)CO)C[C@H]1C | 1 | -4 | 9 | -4 | -1.2 | 1 | -9 | 0.1
O=S(=O)(c1ccc(F)cc1)N1CC[C@@H]2[C@H](CO)Nc3ccc(C#CC4CCCCC4)cc3[C@@H]21 | 3 | -7 | nt | nt | 0.1 | -30 | 8 | 1.1
Cc1cc(N2CCN(c3ccc(F)cc3)CC2)nc2cc(O)ccc12 | -4 | -14 | -3 | 2 | -0.1 | -24 | 8 | 0.8
CN1C(=O)c2cc(NS(=O)(=O)c3ccc(F)cc3)ccc2OC[C@@H]2O[C@H](CC(=O)O)CC[C@H]21 | -1 | 3 | 10 | -2 | 0.0 | -2 | 1 | 0.1
COc1ccccc1CNc1nc(C)c(C(C)=O)s1 | 0 | -4 | -2 | 31 | 0.0 | -20 | 0 | nt
CC(C)(C)OC(=O)C[C@H]1C/C=C\C[C@@H](CC(=O)NCCO)C(=O)N[C@H](Cc2ccccc2)COC1=O | -4 | -12 | -9 | 5 | 0.1 | -23 | -3 | nt
Cc1cccc(N2CCN(C(=O)c3cn4ccccc4n3)CC2C)c1 (configuration not stated) | 6 | -8 | -10 | 2 | 0.0 | -55 | 5 | -0.4

Screening results from PubChem.
